NFkB SMM = binds human NF-kappa-B p105 on microarray | Small molecule microarray, anti-His fluorescence binding | calls only | 17,000 tested, 1.3% active | AID 624139;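 active = spot fluorescence over background significantly raised, with a chance value under 7% in all four replicate spots of the compound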;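 also: probe protein is his-tagged human p50 processed subunit at 1 µg/ml; raw spot fluorescence signals with no normalization applied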
Target sequence (P19838 1-433 limits assumed): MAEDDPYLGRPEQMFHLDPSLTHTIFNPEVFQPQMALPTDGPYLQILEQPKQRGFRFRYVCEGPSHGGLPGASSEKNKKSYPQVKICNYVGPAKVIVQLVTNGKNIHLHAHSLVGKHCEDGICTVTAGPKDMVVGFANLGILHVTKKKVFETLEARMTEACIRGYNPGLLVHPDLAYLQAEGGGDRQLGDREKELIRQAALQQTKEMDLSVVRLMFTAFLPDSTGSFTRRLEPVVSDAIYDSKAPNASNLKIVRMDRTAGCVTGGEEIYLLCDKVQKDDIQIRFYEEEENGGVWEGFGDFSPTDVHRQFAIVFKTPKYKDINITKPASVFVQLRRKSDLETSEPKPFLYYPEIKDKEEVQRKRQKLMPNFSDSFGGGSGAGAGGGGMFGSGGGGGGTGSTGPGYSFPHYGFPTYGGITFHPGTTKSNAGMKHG
Calls only. Only part of the results is shown; the hit share may differ from the screen's.

Screening CNC[C@@H]1Oc2c(NC(=O)c3ccc(-c4nccs4)cc3)cccc2C(=O)N([C@H](C)CO)C[C@@H]1C returned NFkB SMM inactive.
`C[C@@H]1CCCCO[C@@H](CN(C)C(=O)c2ccncc2)[C@H](C)CN([C@@H](C)CO)C(=O)c2cc(N(C)C)ccc2O1` gave NFkB SMM inactive.
Screening Cc1ccccc1NC(=O)CSc1nnc(C23CC4CC(CC(C4)C2)C3)o1 returned NFkB SMM inactive.
For CNC[C@@H]1Oc2ccc(NC(=O)C3CC3)cc2C(=O)N([C@@H](C)CO)C[C@@H]1C the results were NFkB SMM inactive.
Screening C[C@@H]1CCCCO[C@H](CN(C)Cc2ccc3c(c2)OCO3)[C@H](C)CN([C@@H](C)CO)C(=O)c2cc(NS(=O)(=O)c3ccccc3)ccc2O1 returned NFkB SMM inactive.
For C[C@H]1O[C@@H](O[C@H]2C[C@H]3C(=O)C[C@]4(C)C(=CCC5[C@@]6(C)CC[C@H](O[C@@H]7OC[C@@H](O)[C@H](O)[C@H]7O)[C@@](C)(C=O)C6CC[C@]54C)[C@@H]3CC2(C)C)[C@H](O)[C@@H](O)[C@@H]1O[C@@H]1O[C@H](C(=O)O)[C@@H](O)[C@H](O)[C@H]1O (some centres undefined) the results were NFkB SMM inactive.
`CNC[C@@H]1Oc2ccc(NC(=O)Cc3ccccc3)cc2CC(=O)N([C@@H](C)CO)C[C@@H]1C` gave NFkB SMM inactive.
Screening C[C@H](CO)N1C[C@H](C)[C@H](CN(C)C(=O)Nc2cccc3ccccc23)Oc2ccc(NC(=O)NC3CCCCC3)cc2CC1=O returned NFkB SMM inactive.
Cc1sc(NC(=O)c2ccccc2)c(C(=O)NCc2cccnc2)c1C was read as NFkB SMM inactive.
For Cc1nnc(NC2(C(F)(F)F)C(=O)Nc3c2c(=O)n(C)c(=O)n3C)s1 (centres undefined) the results were NFkB SMM inactive.
`CC(C)NC(=O)N(C)C[C@@H]1Oc2ccc(NC(=O)Nc3ccc(C(F)(F)F)cc3)cc2CC(=O)N([C@H](C)CO)C[C@@H]1C` gave NFkB SMM inactive.
Screening CCO[C@@H]1OC(C(=O)Nc2ccccc2)=C[C@H](c2csc3ccccc23)[C@H]1CCCO returned NFkB SMM inactive.
Screening Cc1noc(C)c1NC(=O)Nc1cccc2c1O[C@@H](CN(C)Cc1ccccc1)[C@H](C)CN([C@H](C)CO)C2=O returned NFkB SMM inactive.
Cc1noc(C)c1NC(=O)N(C)C[C@@H]1OCCCC[C@@H](C)Oc2ccc(NS(=O)(=O)c3cccs3)cc2C(=O)N([C@@H](C)CO)C[C@H]1C was read as NFkB SMM inactive.
`C[C@H]1CCCCO[C@H](CN(C)S(=O)(=O)c2ccc(F)cc2)[C@@H](C)CN([C@@H](C)CO)C(=O)c2cc(NC(=O)Nc3cccc4ccccc34)ccc2O1` gave NFkB SMM inactive.
For C[C@@H]1CCCCO[C@H](CN(C)C(=O)Nc2ccc(F)cc2)[C@H](C)CN([C@H](C)CO)C(=O)c2cc(N(C)C)ccc2O1 the results were NFkB SMM inactive.
CC(C)[C@H]1c2ccc(F)cc2CC[C@@]1(CCN(C)CCCc1nc2ccccc2[nH]1)OC(=O)C1CC1 was read as NFkB SMM inactive.
CS(=O)(=O)CCC(C(=O)N1CCCCC1)N1C(=O)c2cc(Cl)c(Cl)cc2C1=O (centres undefined) was read as NFkB SMM inactive.
For COCCOC(=O)N1C(=O)[C@@]2(c3cc(C#Cc4ccc(OC)cc4)ccc31)[C@H](C(=O)N1CCCCCCC1)[C@H]1C(=O)O[C@H](c3ccccc3)[C@H](c3ccccc3)N1[C@@H]2c1ccc(O)cc1 the results were NFkB SMM inactive.
`Cc1cc(Br)ccc1NC(=O)C(=O)NCCCN1CCOCC1` gave NFkB SMM inactive.
CNC[C@@H]1Oc2ccc(NS(=O)(=O)c3ccccc3)cc2CC(=O)N([C@@H](C)CO)C[C@@H]1C was read as NFkB SMM inactive.
Screening C[C@H]1CN([C@@H](C)CO)C(=O)c2cc(NC(=O)c3ccncc3)ccc2O[C@@H]1CN(C)C returned NFkB SMM inactive.
`NC(N)=NC(N)=NCCc1ccccc1` gave NFkB SMM inactive.
Screening CC(C)NC(=O)Nc1ccc2c(c1)CC(=O)N([C@@H](C)CO)C[C@@H](C)[C@H](CN(C)Cc1ccc(-c3ccccc3)cc1)O2 returned NFkB SMM inactive.
`Cc1cccc(C)c1OCCCCNCCO` gave NFkB SMM inactive.
For C[C@@H]1CN([C@@H](C)CO)C(=O)c2cccc(NC(=O)Nc3cccc4ccccc34)c2O[C@H]1CN(C)C(=O)Nc1ccc(F)cc1 the results were NFkB SMM inactive.
Screening Cc1nn(CC(=O)Nc2cccnc2)c(C)c1[N+](=O)[O-] returned NFkB SMM inactive.
C[C@H](CO)N1C[C@H](C)[C@@H](CN(C)Cc2ccc3c(c2)OCO3)Oc2c(NC(=O)C3CCOCC3)cccc2C1=O was read as NFkB SMM inactive.
For COc1ccc(NC(=O)Nc2ccc3c(c2)C(=O)N([C@@H](C)CO)C[C@H](C)[C@@H](CN(C)S(=O)(=O)c2cccs2)O3)cc1 the results were NFkB SMM inactive.
For Cc1noc(C)c1NC(=O)Nc1cccc2c1O[C@H](CN(C)Cc1ccc(Cl)c(Cl)c1)[C@@H](C)CN([C@@H](C)CO)C2=O the results were NFkB SMM inactive.
For COc1ccc(CN(C)C[C@H]2Oc3ccc(NC(=O)Nc4ccc(OC)cc4)cc3CC(=O)N([C@@H](C)CO)C[C@@H]2C)cc1 the results were NFkB SMM inactive.
Screening CCS(=O)(=O)N(C)C1c2cc(C#N)ccc2OC(C)(C)C1O (centres undefined) returned NFkB SMM inactive.
C[C@@H]1CN([C@@H](C)CO)C(=O)c2cccc(NS(C)(=O)=O)c2O[C@@H]1CN(C)Cc1ccc(Cl)c(Cl)c1 was read as NFkB SMM inactive.
For C[C@H]1CN([C@@H](C)CO)C(=O)Cc2cc(NC(=O)Nc3ccccc3)ccc2O[C@H]1CN(C)Cc1ccc(C(=O)O)cc1 the results were NFkB SMM inactive.
`C[C@@H]1CN([C@H](C)CO)C(=O)c2cccc(NS(C)(=O)=O)c2O[C@H]1CN(C)C(=O)Nc1ccccc1` gave NFkB SMM inactive.
For C[C@H](CO)N1C[C@H](C)[C@H](CN(C)C(=O)Nc2ccccc2)Oc2ncc(-c3cc4ccccc4o3)cc2C1=O the results were NFkB SMM inactive.
`C[C@H]1CCCCO[C@@H](CN(C)C(=O)CCCN(C)C)[C@@H](C)CN([C@@H](C)CO)C(=O)c2cc(NC(=O)c3ccncc3)ccc2O1` gave NFkB SMM inactive.
C[C@@H]1CCCCO[C@@H](CN(C)S(=O)(=O)c2cccs2)[C@H](C)CN([C@@H](C)CO)C(=O)c2cc(NS(C)(=O)=O)ccc2O1 was read as NFkB SMM inactive.
O=C(O)c1ccc(CSc2nnc(-c3cccnc3)n2-c2ccc(Br)cc2)cc1 was read as NFkB SMM inactive.
C[C@@H]1CN([C@@H](C)CO)C(=O)c2cc(NC(=O)C3CC3)ccc2O[C@H]1CN(C)Cc1ccc(C(=O)O)cc1 was read as NFkB SMM inactive.

For reference, some entries already given.
Screening C[C@H]1CN([C@@H](C)CO)C(=O)c2cc(NC(=O)c3ccncc3)ccc2O[C@@H]1CN(C)C returned NFkB SMM inactive.
`NC(N)=NC(N)=NCCc1ccccc1` gave NFkB SMM inactive.

Other results.
CC(C)NC(=O)Nc1ccc2c(c1)C(=O)N([C@H](C)CO)C[C@@H](C)[C@H](CN(C)S(=O)(=O)c1cccs1)OCCCC[C@H](C)O2 was read as NFkB SMM inactive.
For C[C@H]1CN([C@@H](C)CO)C(=O)Cc2cc(NC(=O)CCC(F)(F)F)ccc2O[C@H]1CN(C)C(=O)Nc1cccc2ccccc12 the results were NFkB SMM inactive.
Screening COc1ccc(CN(C)C[C@@H]2Oc3c(NC(=O)c4cc(C)nn4C)cccc3C(=O)N([C@H](C)CO)C[C@@H]2C)cc1 returned NFkB SMM inactive.
For Cc1ccc2oc(-c3ccc(NC(=O)Cn4c(=O)oc5ccccc54)cc3)nc2c1 the results were NFkB SMM inactive.
For COc1ccc(S(=O)(=O)N(C)C[C@@H]2Oc3ccc(NS(C)(=O)=O)cc3CC(=O)N([C@H](C)CO)C[C@H]2C)cc1 the results were NFkB SMM inactive.
Screening C[C@@H]1CN([C@H](C)CO)C(=O)c2cc(NC(=O)C3CC3)ccc2O[C@@H]1CN(C)Cc1ccc2c(c1)OCO2 returned NFkB SMM inactive.
COc1ccc(NC(=O)Nc2ccc3c(c2)CC(=O)N([C@@H](C)CO)C[C@@H](C)[C@@H](CN(C)S(=O)(=O)c2ccc(Cl)cc2)O3)cc1 was read as NFkB SMM inactive.
`COCCOC(=O)N1C(=O)[C@@]2(c3cc(C#CCC(C(=O)OC)C(=O)OC)ccc31)[C@H](c1ccc(OCCO)cc1)N1[C@H](c3ccccc3)[C@H](c3ccccc3)OC(=O)[C@H]1[C@@H]2C(=O)NC[C@H](O)c1ccccc1` gave NFkB SMM inactive.
For CCC(C)C1NC(=O)C(CC(C)C)NC(=O)C(CC(=O)O)NC(=O)C(C(C)C)NC(=O)C(CC(C)C)NC(=O)C(CC(C)C)NC(=O)C(CCC(N)=O)NC(=O)CC(CCCCCCCCCC(C)C)OC1=O (centres undefined) the results were NFkB SMM inactive.
For C[C@@H]1CN([C@@H](C)CO)C(=O)Cc2cc(NC(=O)CCC(F)(F)F)ccc2O[C@@H]1CN(C)Cc1ccc2c(c1)OCO2 the results were NFkB SMM inactive.
For CNC[C@@H]1Oc2ccc(NS(=O)(=O)c3ccccc3)cc2CC(=O)N([C@H](C)CO)C[C@@H]1C the results were NFkB SMM inactive.
Screening Cc1noc(C)c1NC(=O)N(C)C[C@@H]1OCCCC[C@H](C)Oc2ccc(NS(=O)(=O)c3cccs3)cc2C(=O)N([C@@H](C)CO)C[C@H]1C returned NFkB SMM inactive.
Screening Cc1cc(C)c(C)c(S(=O)(=O)NCc2ccc(C(=O)Nc3ccncc3)cc2)c1C returned NFkB SMM inactive.
For CCCN(C)C[C@@H]1OCCCC[C@@H](C)Oc2ccc(NC(=O)Nc3cccc4ccccc34)cc2C(=O)N([C@H](C)CO)C[C@@H]1C the results were NFkB SMM active.
For C[C@H](CO)N1C[C@H](C)[C@H](CN(C)C)Oc2c(NS(=O)(=O)c3ccc(Cl)cc3)cccc2C1=O the results were NFkB SMM inactive.
`Cc1nccn1CC(O)COc1ccccc1Br` (centres undefined) gave NFkB SMM inactive.
`CC(=O)O[C@@H]1C[C@@H](C)[C@](O)(CCc2ccoc2)[C@]23CCC[C@](C)(C(=O)OC2)C13` (some centres undefined) gave NFkB SMM inactive.
C[C@@H]1CN([C@@H](C)CO)C(=O)c2cc(N(C)C)ccc2O[C@@H]1CN(C)Cc1ccncc1 was read as NFkB SMM inactive.
C=C1C(=O)O[C@@H]2C=C(C)[C@@H]3CC[C@@](C)(O)[C@@H]3C[C@H]12 was read as NFkB SMM inactive.
`C[C@@H]1CN([C@@H](C)CO)C(=O)Cc2cc(NC(=O)NC3CCCCC3)ccc2O[C@@H]1CN(C)Cc1ccccc1` gave NFkB SMM inactive.

5 entries drawn at random from those above:
For C[C@@H]1CN([C@@H](C)CO)C(=O)c2cccc(NC(=O)Nc3cccc4ccccc34)c2O[C@H]1CN(C)C(=O)Nc1ccc(F)cc1 the results were NFkB SMM inactive.
For C[C@H]1CN([C@@H](C)CO)C(=O)Cc2cc(NC(=O)Nc3ccccc3)ccc2O[C@H]1CN(C)Cc1ccc(C(=O)O)cc1 the results were NFkB SMM inactive.
O=C(O)c1ccc(CSc2nnc(-c3cccnc3)n2-c2ccc(Br)cc2)cc1 was read as NFkB SMM inactive.
Screening CCS(=O)(=O)N(C)C1c2cc(C#N)ccc2OC(C)(C)C1O (centres undefined) returned NFkB SMM inactive.
CC(C)[C@H]1c2ccc(F)cc2CC[C@@]1(CCN(C)CCCc1nc2ccccc2[nH]1)OC(=O)C1CC1 was read as NFkB SMM inactive.

Further compounds
COC(=O)C(CCCN=C(N)N)NC(=O)CCCc1c(-c2ccccc2)[nH]c2c(F)cc(F)cc12 (centres undefined) was read as NFkB SMM inactive.
For CCOC(=O)CNC(=O)c1cnn2cccnc12 the results were NFkB SMM inactive.
C[C@H](CO)N1C[C@H](C)[C@@H](CN(C)Cc2ccccc2)OCc2cn(nn2)CCCC1=O was read as NFkB SMM inactive.
For CCN(CC)CCSc1nnc2c3cc(C)ccc3n(C)c2n1 the results were NFkB SMM inactive.
C[C@@H]1CCCCO[C@@H](CN(C)C(=O)Nc2ccc(C(F)(F)F)cc2)[C@H](C)CN([C@@H](C)CO)C(=O)c2cc(NS(C)(=O)=O)ccc2O1 was read as NFkB SMM inactive.
CCOC(=O)c1c(NC(=S)NC(C)C2CCCO2)sc2c1CCCC2 (centres undefined) was read as NFkB SMM inactive.
Cc1noc(C)c1NC(=O)Nc1ccc2c(c1)C(=O)N([C@@H](C)CO)C[C@H](C)[C@H](CN(C)C(=O)CCCN(C)C)OCCCC[C@H](C)O2 was read as NFkB SMM inactive.
COC(=O)CN1C(=O)CN(c2nc(C)cc(C)n2)C1=O was read as NFkB SMM inactive.
Screening O=C(Nc1sc2c(c1C(=O)NCc1ccco1)CCCC2)c1ccc(Cl)cc1Cl returned NFkB SMM inactive.
COc1ccc(S(=O)(=O)Nc2ccc3c(c2)CC(=O)N([C@H](C)CO)C[C@@H](C)[C@H](CN(C)S(=O)(=O)c2ccc(OC)cc2)O3)cc1 was read as NFkB SMM inactive.
`C[C@@H]1CN([C@@H](C)CO)C(=O)Cc2cc(NC(=O)Nc3ccccc3)ccc2O[C@@H]1CN(C)Cc1ccncc1` gave NFkB SMM inactive.

Among those listed so far, three have bromine:
`Cc1cc(Br)ccc1NC(=O)C(=O)NCCCN1CCOCC1` gave NFkB SMM inactive.
O=C(O)c1ccc(CSc2nnc(-c3cccnc3)n2-c2ccc(Br)cc2)cc1 was read as NFkB SMM inactive.
`Cc1nccn1CC(O)COc1ccccc1Br` (centres undefined) gave NFkB SMM inactive.

Bioassay records deposited in PubChem by Broad Institute.
